HCMV inh = blocks human cytomegalovirus replication | HFF cells, HCMV-luciferase reporter, 72 h; hits give low values | activity change, negative = inhibition, % at 57.5 µM | hit rate 4.5% among 410,000 | AID 1259415; in the data active means activity change below about -60%; inconclusive means no clear call, values can overlap the other calls; inactive means above about -39%
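Steps: HFFs plated, 16 h 37C; compounds added; HCMV-luciferase added to MOI 1 PFU/cell; 72 h 37C; OneGlo reagent, 5 min room temperature; luminescence read, normalized to controls.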
Starred values were filed as active, the others as inactive; ? = inconclusive. On the % scale 0 is the no-effect control and ±100 the full control effect. These rows are one share of the data (hit frequency here may not be typical).

nr	molecule	HCMV inh
1	CC(C)c1ccc(Nc2cc3c(cn2)ncn3CC2CC2)cc1	5.4
2	Cc1cc(NCC(=O)Nc2ccc(C)c(S(=O)(=O)N3CCOCC3)c2)ccc1Br	-32.8
3	COc1ccc(CN2C(=O)C(CC(=O)NCCCN(C)C)CC(C(=O)N3CCCCCC3)=C2C)cc1 (stereo not drawn)	-1.1
4	CN(Cc1ccc(C(F)(F)F)cc1)C(=O)[C@H]1O[C@@H](n2cnc3c(N)ncnc32)[C@H](O)[C@@H]1O	16.3
5	CCOC(=O)C1=C[C@@H](C(C)C)N(S(=O)(=O)c2ccc(C)cc2)[C@H]1c1ccc(C(C)C)cc1	-36.1
6	CCCCC(=O)Nc1ccc(Cl)cc1F	-9.8
7	C=C(c1ccccc1)[C@H](C#N)C1CCCC1	14.7
8	OC(c1ccc(-c2ccccc2)cc1)c1ncc(-c2ccccc2F)[nH]1 (stereo not drawn)	2.1
9	Cc1cc(C)n2[nH]c(=O)cc2n1	14.8
10	COc1cccc(-c2cc(C(=O)O)c3cc4ccccc4cc3n2)c1OC	25.0
11	O=C(Nc1ccc(F)c(Cl)c1)c1ccc2sc([C@H]3C[C@H](O)[C@@H](CO)O3)nc2c1	?
12	O=C(NCC1=C(c2cccc3ccccc23)C[C@@H]2CC[C@H]1N2Cc1ccco1)c1ccc([N+](=O)[O-])cc1	-14.7
13	COc1ccc2c(CN(C)Cc3ccccc3)cc(=O)oc2c1	156.7
14	COC(=O)[C@@]1(C#N)CC(=O)N([C@@H](C)c2ccccc2)[C@H]1c1ccc(OC)cc1	-2.7
15	Cc1cccc(C)c1NC(=O)C(c1ccc(C#N)cc1)n1c(=O)c(-c2cc3ccccc3[nH]2)nc2ccccc21 (stereo not drawn)	8.0
16	COc1ccc(CN(C)C(=O)[C@H]2O[C@@H](n3ccc(=O)[nH]c3=O)[C@H](O)[C@@H]2O)cc1OC	18.5
17	C[C@H](CO)N1C[C@H](C)[C@@H](CN(C)Cc2ccc(Cl)c(Cl)c2)OCc2cnnn2CCCC1=O	-16.8
18	CCCCc1c(-c2cccc(Br)c2)ncn1CCc1ccccc1OC	-100.5*
19	Cc1ccc(S(=O)(=O)N[C@H]2CC[C@@]34CCCN3C(=O)CCC[C@H]4[C@H]2Cc2ccccc2)cc1	-18.4
20	CCOC(=O)C1(C)CCN1C(=O)c1ccc(OC)cc1 (stereo not drawn)	-20.5
21	CC(C)CC1C(=O)N(Cc2cn(Cc3ccco3)nn2)CCS(=O)(=O)N1Cc1ccc(-c2cccc(CO)c2)cc1 (stereo not drawn)	-16.3
22	O=S1(=O)N[C@@H](Cc2ccccc2)COc2cc(N3CCSCC3)ccc21	3.3
23	Cc1ccc(C)c(OCC(=O)N/N=C/c2ccc(N3CCOCC3)cc2)c1	6.0
24	CC(=O)N1CCC(C(=O)N2c3ccccc3N=C(c3ccc(C(F)(F)F)cc3)C2C(=O)NC(C)C)CC1 (stereo not drawn)	19.8
25	C[C@H]1CNC(=O)c2c(C(=O)N(C)Cc3ccccc3)ncn21	3.5
26	COc1ccc(N2c3ccccc3CN(Cc3ccccc3)[C@@H](C)[C@H]2Cc2ccc(-c3ccccc3)cc2)cc1	3.3
27	COC(=O)[C@@]12C[C@@H](CC(=O)N3CCCC3)C(=O)N(Cc3cccc4ccccc34)C1=CCC(C)(C)C2	?
28	COC(=O)c1cnc(Nc2nc(C(N)c3ccccc3Cl)cs2)nc1C(F)(F)F (stereo not drawn)	-16.8
29	CCOC(=O)C1(C)CCCCN1C(=O)c1ccc(N(C)C)cc1 (stereo not drawn)	-6.1
30	Cc1ccc(S(=O)(=O)N(CC(=O)NC2CC3CCC2C3)c2ccccc2)cc1 (stereo not drawn)	-16.7
31	CC(C)(C)S(=O)N1C[C@@H]2CC(=O)C=C2[C@H]1CCO (stereo partly drawn)	-2.1
32	Nc1ccn([C@@H]2O[C@H](CNCc3cc(Cl)ccc3OCc3ccc(Cl)cc3)[C@@H](O)[C@H]2O)c(=O)n1	-20.6
33	CC(C)CN(C(=O)Cn1nnc(-c2ccc(Cl)cc2)n1)C1CCS(=O)(=O)C1 (stereo not drawn)	8.5
34	CS(=O)(=O)Nc1ccc2c(c1)[C@@H]1C[C@@H](CC(=O)NCc3cccnc3)O[C@H](CO)[C@@H]1O2	13.7
35	Cc1ccc(OCc2cc(C(=O)N(C)C3CCCc4ccccc43)no2)cc1C (stereo not drawn)	16.5
36	COCCCN1C(=O)C(CC(=O)NCC2CCCCC2)CC(C(=O)N2CCOCC2)=C1C (stereo not drawn)	3.4
37	CN(C)c1ccc(-c2[nH][nH]c(=O)c2NC(=O)c2ccc3ccccc3n2)cc1	-62.7*
38	COc1ccc(C(=O)N2CCN(c3nc4cc(C)cc(C)c4cc3C#N)CC2)cc1	-10.1
39	COc1cccc(-c2cccc3c2NC(=O)C3(C)Cc2cccc(F)c2)c1 (stereo not drawn)	7.9
40	COc1ccc(C(C(=O)NCc2ccccc2)n2c(=O)c(-c3cc4ccccc4[nH]3)nc3ccccc32)cc1 (stereo not drawn)	173.0

Along the list, quoted from above:
Nos. 33 to 40 in HCMV inh read 8.5, 13.7, 16.5, 3.4, -62.7*, -10.1, 7.9, 173.0

Following part.
nr	molecule	HCMV inh
41	N#Cc1ccc(-c2nc3ccc(Cl)cn3c2Cc2ccsc2)cc1	5.9
42	FC(F)(F)Oc1ccc(Nc2cc3[nH]c(-c4ccccc4)cc3cn2)cc1	-34.4
43	COCOCCn1cc(CN2CCS(=O)(=O)N(Cc3ccc(-c4ccc(OC)nc4)cc3)C(C)C2=O)nn1 (stereo not drawn)	-16.8
44	Cc1ccc(CSc2nnc(-c3ccccn3)n2Cc2cccs2)cc1	-19.4
45	COC(=O)[C@]1(C#N)CC(=O)N([C@H](C)[C@H](O)c2ccccc2)[C@@H]1c1ccccc1	34.5
46	Cc1c(C(=O)/C=C/c2ccccc2F)c2cc(O)ccc2n1C	3.9
47	COCCCN(Cc1cc(OC)c(OC)c(OC)c1)C(=S)Nc1cccc(SC)c1	?
48	CSc1cccc(NC(=O)C2CCCN(S(C)(=O)=O)C2)c1 (stereo not drawn)	22.7
49	CC(C)(C)n1nnnc1C(CCc1ccccc1)N1CCC(n2c(=O)[nH]c3ccccc32)CC1 (stereo not drawn)	-99.1*
50	CC(C)C[C@@H](CN1CCCC1CN1C(=S)NC[C@@H]1Cc1ccccc1)N1C[C@H](Cc2ccc(O)cc2)N(CC2CCCCC2)C1=S (stereo partly drawn)	-73.1*
51	CC1(Cc2ccccc2C#N)C(=O)Nc2ccc(OC(F)(F)F)cc21 (stereo not drawn)	-7.0
52	CCCCC[C@H](C)N1C[C@@H](COCc2ccccc2)Oc2cc(N3CCC[C@H]3COC)ccc2S1(=O)=O	6.8
53	CC1(C(=O)NS(=O)(=O)c2ccccc2C(F)(F)F)CCN1C(=O)C1CCCCC1 (stereo not drawn)	14.8
54	CC(C)(C)C(=O)C(Oc1ccc(Cl)cc1)n1ccnc1 (stereo not drawn)	-18.4
55	CCOC(=O)C1=C(C)N(CCCC(=O)O)C(=O)NC1c1cc2ccccc2c2ccccc12 (stereo not drawn)	5.8
56	Nc1ccn([C@@H]2O[C@H](C(=O)NCC(F)(F)F)[C@@H](O)[C@H]2O)c(=O)n1	8.5
57	Nc1[nH]c(C(=O)c2ccccc2)c(-c2ccc(Br)cc2)c1C(=O)c1ccc(Br)cc1	7.7
58	COCCNC(=O)C1CCCN(Cc2ccc(Cl)cc2)CC1 (stereo not drawn)	0.8
59	COc1ccc(CCNC(=O)C(=O)c2cn(CC(=O)N3CCCC3)c3ccccc23)cc1OC	-2.2
60	CNc1nc(NCc2ccccc2)c2sccc2n1	-5.6
61	C[C@H]1CN([C@@H](C)CO)S(=O)(=O)c2ccc(-c3cccc(F)c3)cc2O[C@@H]1CN(C)C	-4.2
62	CCN(CC(=O)Nc1ccc(OC)cc1)C(=O)c1cccc(S(=O)(=O)N2CCN(c3ccccc3)CC2)c1	-20.9
63	Cc1ccc([C@H]2C[C@H](O)[C@@H](n3cc(-c4ccc(F)cc4)nn3)CN2C(=O)c2cccs2)cc1	-7.0
64	COc1ccccc1-c1cnn(C(C)(C)C(=O)NCc2ccccc2Br)c1	10.7
65	COc1ccccc1-c1ccc([C@@H]2C[C@H]3[C@H](CON3C)CN2C(=O)c2ccco2)cc1	53.3
66	COCC1CCN(C(=O)c2ccc3nc(Cc4cccc(Cl)c4)oc3c2)CC1	-0.3
67	COc1cccc(-c2ccc(NC(=O)C3CCCN(Cc4ccccn4)C3)cc2)c1 (stereo not drawn)	-7.1
68	COc1cccc(CNC(=S)Nc2ccc3c(c2)c(=O)n(C)n3Cc2ccccc2)c1	-7.7
69	CCCS(=O)(=O)NC(=O)C1(C)CCCN(C(=O)c2ccco2)C1 (stereo not drawn)	12.3
70	Cc1ccc([C@H]2C[C@@H](n3cc(COC(=O)c4ccccc4)nn3)[C@H](O)CN2CC2CCCCC2)cc1	10.4
71	CC1=C(C(=O)N(C(C)C)C(C)C)CC(CC(=O)NCc2cccs2)C(=O)N1Cc1ccc(C(C)(C)C)cc1 (stereo not drawn)	-26.0
72	O=C1NC[C@H](Cc2ccc(O)cc2)N(C[C@@H]2CCCN2C[C@H](Cc2ccccc2)N2C[C@H](Cc3ccccc3)N(CC3CCCCC3)C(=O)C2=O)C1=O	-19.9
73	O=C(O)c1cccc(-c2csc(C(O)(c3ccccc3)C(F)(F)F)n2)c1 (stereo not drawn)	71.0
74	COc1ccc(NC2C(c3ccc(OC)cc3)=Nc3ccccc3-n3nnnc32)cc1 (stereo not drawn)	-3.0
75	O=C(NCc1nnnn1-c1ccc(F)cc1)C(=O)c1c[nH]c2ccccc12	?
76	O=C1NC[C@H](CCCCN2C[C@H](Cc3ccc(O)cc3)N(CCc3ccc(O)cc3)C(=O)C2=O)N(CCc2ccc(O)cc2)C1=O	-14.9
77	CCCS(=O)(=O)NC(=O)C1(C)CCCN(C(=O)c2c(C)noc2C)C1 (stereo not drawn)	-24.3
78	COCCCNC(=O)/C=C/[C@H]1O[C@@H](n2cnc3c(NC(=O)c4ccccc4)ncnc32)[C@H](O)[C@@H]1O	5.3
79	Cc1ccccc1-c1csc(C(O)c2cccnc2)n1 (stereo not drawn)	24.5
80	C[C@H]1CN([C@@H](C)CO)C(=O)CCCn2nncc2CO[C@@H]1CN(C)Cc1cccc(C(=O)O)c1	20.4

Excerpt: compounds 72 to 77
nr	molecule	HCMV inh
72	O=C1NC[C@H](Cc2ccc(O)cc2)N(C[C@@H]2CCCN2C[C@H](Cc2ccccc2)N2C[C@H](Cc3ccccc3)N(CC3CCCCC3)C(=O)C2=O)C1=O	-19.9
73	O=C(O)c1cccc(-c2csc(C(O)(c3ccccc3)C(F)(F)F)n2)c1 (stereo not drawn)	71.0
74	COc1ccc(NC2C(c3ccc(OC)cc3)=Nc3ccccc3-n3nnnc32)cc1 (stereo not drawn)	-3.0
75	O=C(NCc1nnnn1-c1ccc(F)cc1)C(=O)c1c[nH]c2ccccc12	?
76	O=C1NC[C@H](CCCCN2C[C@H](Cc3ccc(O)cc3)N(CCc3ccc(O)cc3)C(=O)C2=O)N(CCc2ccc(O)cc2)C1=O	-14.9
77	CCCS(=O)(=O)NC(=O)C1(C)CCCN(C(=O)c2c(C)noc2C)C1 (stereo not drawn)	-24.3

Continuation.
nr	molecule	HCMV inh
81	O=C(c1[nH]c(C(F)(F)F)nc1-c1ccccc1)N1CCN(C(=O)C2CCCO2)CC1 (stereo not drawn)	20.8
82	Nc1sccc1C(=O)NC1CC1	-11.1
83	COc1ccc2c(c1)[C@]13CCCCC1C(C2)N(C)CC3 (stereo partly drawn)	-2.7
84	C[C@@H]1CN([C@@H](C)CO)C(=O)CCCn2nncc2CO[C@@H]1CN(C)S(=O)(=O)c1ccccc1F	8.1
85	COCCNC(=O)C1CCCN(C(=O)Cc2ccc(F)cc2)CC1 (stereo not drawn)	0.9
86	COc1ccc(Cc2c(-c3ccc(F)cc3)nc3ccc(C)cn23)c(C)c1	30.7
87	CCC/C=C/c1ccc(CN2C(CC(C)C)C(=O)N(Cc3cn(CC4CCCCC4)nn3)CCS2(=O)=O)cc1 (stereo not drawn)	-11.7
88	c1ccc(-c2cc3nc(NCC4CC4)nc(NCC4CCCCC4)c3s2)cc1	-91.9*
89	S=c1[nH]c2nc(Cl)c(Cl)nc2[nH]1	-17.8
90	O=C(Nc1cccc(C(F)(F)F)c1)c1csc([C@@H]2C[C@H](O)[C@@H](CO)O2)n1	-15.4
91	OCC[C@@H]1C[C@H](O)[C@@H](O)[C@]2(OCc3cc(Cl)ccc32)O1	10.2
92	CCOC(=O)C(c1c(O)c2ccccc2oc1=O)c1c(O)c2ccccc2oc1=O	-25.0
93	O=C(Cn1ccc(=O)[nH]c1=O)c1ccc([N+](=O)[O-])o1	86.8
94	COc1cccc(-c2cnc(C(O)c3ccc(Cl)c(Cl)c3)[nH]2)c1 (stereo not drawn)	1.0
95	N#Cc1ccccc1S(=O)(=O)N1CCN(Cc2cc3c(cc2Br)OCCO3)CC1	-23.5
96	O=C(C(=O)N1CCC(Cc2ccccc2)CC1)c1cccc(Br)c1	-0.3
97	OC(c1ccc(Cl)cc1)c1ncc(-c2ccc(Oc3ccccc3)cc2)[nH]1 (stereo not drawn)	?
98	CNc1cc(-c2cccc(OC)c2F)nc2ccnn12	3.9
99	COc1ccccc1CNC(=O)COC(=O)Cn1cnc2c1c(=O)n(C)c(=O)n2C	1.2
100	Cc1c(C(=O)NCc2cccc(Cl)c2)sc(=O)n1Cc1ccc(C(=O)N(C)C)cc1	-9.2
101	Cc1cc(C)c2cc(C#N)c(NCCNC(=O)c3cccnc3)nc2c1	50.3
102	CCCC(=O)N1CCCC1(C)C(=O)Nc1ccc(-n2cccc2)cc1 (stereo not drawn)	-7.0
103	COc1cc(NC(=O)Nc2nc(C(N)CCc3ccccc3)cs2)cc(OC)c1OC (stereo not drawn)	69.4
104	O=C(Nc1ccc2c(c1)OCCO2)C1c2ccccc2OCC(=O)N1C1CC1 (stereo not drawn)	15.6
105	CCCCCC(=O)N1C[C@H](O)[C@@H](n2cc(-c3ccc(F)cc3)nn2)C[C@@H]1c1ccc(OC)cc1	-3.4
106	COc1ccc(OC)c(CN2C(=O)CSCC2(C)C(=O)NC(C)C)c1 (stereo not drawn)	-2.7

Bioassay records as filed in PubChem.
